Compound activity as filed in PubChem.
TrxR1 inh: inhibitors of rat thioredoxin reductase 1. recombinant rTrxR1, NADPH fluorescence consumption, selenite substrate. Potency, µM (series often up to 114 µM), without a hit: at the top dose activity change, negative = inhibition, usual class: inhibitors. 390,000 compounds, 1% hits; note: % is set by controls: 0 for no effect and ±100 for the full control effect; nearly all actives have a fitted effect of over 65% in size
Target sequence (O89049 whole entry, looked up): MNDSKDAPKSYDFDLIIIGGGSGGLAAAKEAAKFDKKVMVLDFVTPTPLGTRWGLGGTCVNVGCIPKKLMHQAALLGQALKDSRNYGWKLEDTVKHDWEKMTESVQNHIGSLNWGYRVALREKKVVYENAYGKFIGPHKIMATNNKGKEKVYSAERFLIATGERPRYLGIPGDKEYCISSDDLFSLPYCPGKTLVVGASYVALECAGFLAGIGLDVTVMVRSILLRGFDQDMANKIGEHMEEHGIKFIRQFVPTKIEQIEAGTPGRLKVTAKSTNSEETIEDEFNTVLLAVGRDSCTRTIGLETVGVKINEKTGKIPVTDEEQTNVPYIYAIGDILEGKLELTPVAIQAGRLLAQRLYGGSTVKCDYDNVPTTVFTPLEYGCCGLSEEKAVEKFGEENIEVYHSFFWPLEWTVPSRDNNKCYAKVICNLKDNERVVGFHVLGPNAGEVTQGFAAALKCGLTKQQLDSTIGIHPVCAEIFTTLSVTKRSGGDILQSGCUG
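Rat TrxR1 (90 nM in the dispensed reagent) was pre-reduced with 400 uM NADPH for 5 min at room temperature, then incubated with compound for 15 min. After 400 uM selenite was added, NADPH fluorescence (Ex 340/Em 450 nm) was followed for 8 min.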
ALOX12 inh: blocks human arachidonate 12S-lipoxygenase; P18054; purified 12hLO, xylenol orange hydroperoxide absorbance; Potency, µM (series often up to 108 µM), inactives show top-dose activity change, negative = inhibition, most hits filed as inhibitors; 580,000 compounds, 1.1% hits; AID 1671190; note: % is set by controls: 0 for no effect and ±100 for the full control effect
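Purified human 12hLO at 150 nM in 25 mM Hepes, 0.01% Triton X-100, pH 7.0, preincubated 15 min at room temperature with compound. Reaction started with 40 uM arachidonic acid, 30 min at room temperature. Hydroperoxide measured by Fe-xylenol orange, 573/405 nm absorbance ratio.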
Tb PGK inh: T. brucei PGK inhibition; 380,000 compounds, 0.043% hits; P07378; Potency, µM (titrated, usually from 57.5 µM), without a hit: at the top dose activity change, negative = inhibition, actives largely listed as inhibitors; PGK/GAPDH coupled, Kinase-Glo luminescence, 60 min; note: % is set by controls: 0 for no effect and ±100 for the full control effect; nearly all actives have a fitted effect of over 60% in size
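Recombinant glycosomal PGK reaction used 1,3-bisphosphoglycerate generated in-well by GAPDH (100nM final) in 100mM TEA pH 7.6, 5mM MgCl2, 0.01% Tween-20. After 60 minutes at room temperature, ATP was read by Kinase-Glo Plus luminescence end-point.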
JMJD2A Tudor inh: JMJD2A Tudor domain (human) inhibition | O75164 | AlphaScreen JMJD2A-Tudor / H3K4me3 peptide binding | Potency, µM (highest dose often 114 µM), for the others: at the highest dose activity change, negative = inhibition, actives largely listed as inhibitors | 390,000 compounds, 4.4% hits; note: % is set by controls: 0 for no effect and ±100 for the full control effect; nearly all actives have a fitted effect of over 50% in size
GLS inh: glutaminase GLS (human) inhibition; 410,000 compounds, 0.21% hits; GLS enzymatic activity, qHTS titration; Potency, µM (titrated, usually from 45.5 µM), without a hit: at the highest dose activity change, negative = inhibition, usual class: inhibitors; O94925; note: % is set by controls: 0 for no effect and ±100 for the full control effect
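Glutamate formation by hKGA was monitored fluorometrically using coupled glutamate oxidase, HRP and Amplex Red. Substrate was added as 1 mM L-glutamine solution; incubation was 30 min at RT after an initial read.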
RGS4 inh: inhibitors of human regulator of G protein signaling 4. Transcreener GDP fluorescence polarization, RGS4-accelerated GTP hydrolysis. P49798. 390,000 compounds, 0.039% hits. Potency, µM (titrated, usually from 114 µM), for the others: at the highest dose activity change, negative = inhibition, usual class: inhibitors. AID 504845; note: % is set by controls: 0 for no effect and ±100 for the full control effect; nearly all actives have a fitted effect of over 75% in size; some results filed as inactive show a strong effect at the top dose
Target sequence (P49798 whole entry, looked up): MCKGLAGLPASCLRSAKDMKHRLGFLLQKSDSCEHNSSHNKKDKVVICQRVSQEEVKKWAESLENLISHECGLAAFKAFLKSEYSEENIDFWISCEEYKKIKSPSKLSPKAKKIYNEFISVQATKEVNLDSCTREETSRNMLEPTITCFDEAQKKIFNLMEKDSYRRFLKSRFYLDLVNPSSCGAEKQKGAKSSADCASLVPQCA
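MLSMR compounds (23 nl, pin-transferred) preincubated 10 min at room temperature with a 500nM (2x) first reagent, then RGS4 at 900nM (2x) plus Transcreener GDP mix added; fluorescence polarization (620/688 nm) read before and after 90 min at 30 °C.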
HP1b chromo inh: inhibitors of HP1-beta chromodomain binding to methylated histone tails | AlphaScreen HP1-beta / biotin-H3K9me3 peptide binding | 390,000 compounds, 0.56% hits | P83916 | AID 540317 | Potency, µM (doses to about 114 µM), for the others: at the top dose activity change, negative = inhibition, most hits filed as inhibitors; note: nearly all actives have a fitted effect of over 70% in size; inactives centre near 23
Target sequence (P83916 whole entry, looked up): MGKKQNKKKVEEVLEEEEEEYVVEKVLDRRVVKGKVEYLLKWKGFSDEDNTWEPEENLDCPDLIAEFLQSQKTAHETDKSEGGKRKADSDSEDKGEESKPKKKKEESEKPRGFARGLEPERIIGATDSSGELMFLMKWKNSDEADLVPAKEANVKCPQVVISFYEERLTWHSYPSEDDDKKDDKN
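Compound inhibition of the preformed complex between 50 nM HP1-beta and 50 nM biotinylated H3K9me3 peptide was read by AlphaScreen. Buffer was PBS pH 7.4 with 0.01% Tween-20. Incubations ran 30 min at room temperature, with 10 ug/mL donor/acceptor beads.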
ERG Ets-DNA blk: ERG Ets/DNA interaction inhibition; P11308; fluorescence polarization, His-ERG Ets domain / labelled DNA; Potency, µM (doses to about 76.9 µM), inactives show top-dose FP activity, negative = inhibition, actives largely listed as inhibitors; 370,000 compounds, 0.028% hits; active = well fitted inhibition curve with a large enough effect in the polarisation, with a control signal flat; inconclusive = small, poorly fitted or top-dose-only effect, or effect the other way, or a change in a side signal; inactive = no such curve, though single readings can be large or run the other way; the % refers to the polarisation;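 note: polarization taken with two DNA probes labelled with fluorescein and Texas red; % of control where 0% means no effect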
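His-tagged ERG Ets domain (1 uM in the protein solution; 300mM KCl, 50mM Tris-HCl, 1mM EDTA, 1mM DTT, pH 7.5) received compound, then a probe mix of 5 nM fluorescein-DNA and 100nM Texas-615-DNA. Fluorescence polarization was read for both dyes.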
Pin1 inh: inhibitors of human Pin1. Q13526. Pin1 FP peptide displacement, HiFluor488, 10 min. Potency, µM (series often up to 115 µM), inactives show top-dose activity, negative = inhibition, hits mostly inhibitors. 390,000 compounds, 0.009% hits; active = well fitted inhibition curve with a large enough effect in the polarisation, with a control signal flat, not every such curve was filed as active; inconclusive = small, poorly fitted or top-dose-only effect, or effect the other way, or a change in a side signal; inactive = no such curve, though single readings can be large or run the other way; the % refers to the polarisation; note: % is set by controls: 0 for no effect and ±100 for the full control effect
Target sequence (Q13526 whole entry, looked up): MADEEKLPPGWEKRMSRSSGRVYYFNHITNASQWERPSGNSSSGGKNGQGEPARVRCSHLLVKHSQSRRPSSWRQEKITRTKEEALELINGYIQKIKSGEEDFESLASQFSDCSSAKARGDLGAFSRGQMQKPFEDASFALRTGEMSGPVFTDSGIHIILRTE
Numbers without * were called inactive; i = inactive; ? = inconclusive; / = no result given; & = joins results of further samples; [ ] = dose if it differs, or a comment. Unless noted, calls come from the whole dose curve; as a rule, active = well fitted curve in the direction sought with a large enough effect; inconclusive = small, poorly fitted or top-dose-only effect, or another doubt; inactive = no such curve, though single readings can be large; an effect the other way counts as inactive or inconclusive. Potency is the fitted concentration of half-maximal effect. These rows are one share of the data; rates above refer to the full screens.

TrxR1 inh,ALOX12 inh,Tb PGK inh,JMJD2A Tudor inh,GLS inh,RGS4 inh,HP1b chromo inh,ERG Ets-DNA blk,Pin1 inh,Structure
13%,-15%,-4%,-11%,0%,-4%,12%,2%,4%,CC(OC(=O)/C=C/c1cccs1)C(=O)Nc1ccc(C(N)=O)cc1 (stereo unspecified)
-23%,-1%[57.4 µM],/,118%[activator],-3%,-5%,224%[activator],/,3%,COC(=O)c1ccc(CSc2nc(-c3ccccc3)cs2)o1
10%,0%,3%,2%,7%,13%,2%,-4%,7%,Nc1nnc(CCOc2ccccc2Cl)s1
-19%,0%,-2%,-13%,-3%,3%,22%,-7%,-1%,COc1ccc(CNC(=O)C2CC(C)=C(C)CC2C(=O)O)cc1 (stereo unspecified)
13%,0%,-15%,-8%,11%,0%,31%,2%,-4%,COc1ccc(COC(=O)N/N=C(\C)CC(=O)Nc2c(C)cc(C)cc2C)cc1
-2%,?,4%,37%[activator],11%,-1%,81%[activator],2%,5%,COc1cc2ccccc2cc1C(=O)Nc1ccccc1Cl
15%,-21%,-3%,-11%,1%,21%,26%,2%,-4%,Cc1cc(C(=O)COC(=O)c2ccc[nH]c2=O)c(C)n1-c1ccccc1F
28%[57.1 µM],15%,i,-24%,-5%,-39%,49%[activator],-22%,-1%,Cc1ccccc1NC(=S)N(Cc1ccccc1)Cc1cccnc1
0%,-23%,1%,10%[57.1 µM],10%,33%,57%[activator],0%,-4%,O=C(Nc1ccccc1)c1ccc(NCCN2CCOCC2)c(S(=O)(=O)N2CCOCC2)c1
9%,116%[activator],-9%,-22%,28%,-18%,25%,2%,-1%,CCc1sc(C(=O)Nc2ncccc2O)cc1C
-9%,0%,/,1%,-5%,25%,39%[activator],-1%,0%,CC1(C(=O)NC2CCCCC2)Cc2ccccc2C(=O)N1Cc1ccc(Cl)cc1 (stereo unspecified)
-12%,328%[activator],i,6%,-8%,-15%,26%,-11%,-23%,Cc1ccccc1C(=O)Nc1ccnn1C1CCN(Cc2cnn(C)c2)CC1
15%[57.1 µM],-14%,-11%,32µM*,6%,-86%[56.9 µM],18%,1%,-10%,O=C1CN(C(=O)N[C@@H](Cc2ccccc2)C(=O)N[C@@H](C(=O)O)c2ccccc2)c2ccccc2N1
11%,4%,i,?,-11%,-23%,-19%,8%,-1%,Cn1cnc2cc(NCc3ccc(Cl)cc3)ccc21
15%[57.1 µM],175%[activator],2%,-14%,-2%,20%,23%,23%,-18%,Cc1cc(C)n2c(SCC(=O)NC3CCCCC3C)nnc2n1 (stereo unspecified)
9%[57.1 µM],?,5%,-14%,-1%,20%,-16%,0%,1%,COc1ccc(NC(=O)O/N=C/c2ccc(Br)cc2)cc1
12%,21%,0%,-14%,-1%,-26%,13%,-9%,24%,COc1ccc(-n2c(SCC(=O)Nc3ccc4c(c3)OCO4)nc3ccccc3c2=O)cc1
8%[57.1 µM],2%,-17%,-22%,-7%,-43%,16%[57 µM],2%,9%,COc1c(C)cc(S(=O)(=O)Nc2cccc(-c3ccc(N4CCOCC4)nn3)c2)c(C)c1C
2%,-3%,i,-8%,-2%,-13%,23%,7%,-10%,CCC(C(=O)OCC(=O)NC(=O)c1ccccc1)c1ccccc1 (stereo unspecified)
23%,-2%,-3%,8%,-3%,3%,14%,-9%,-9%,O=C(CNC(=O)c1ccc(Br)cc1)NCc1cccnc1
-8%[57.1 µM],-7%,-6%,-10%,5%,7%,10%,-15%,3%,C=CCNc1nc(N)c([N+](=O)[O-])c(NCCO)n1
3%[57.1 µM],0%,i,?,31%[activator],-35%,1%,-2%,-2%,COC(=O)c1[nH]c2cc(OC)c(OC)cc2c1NC(=O)Oc1ccccc1
11%,?,-9%,-4%,0%,3%,39%,8%,2%,CN(C)C(=O)c1ccc(NC(=O)Cn2nnnc2-c2ccccc2F)cc1
10%,11%,-8%,-14%,2%,35%,21%,9%,5%,Cc1cc(-c2nn(-c3ccccc3F)cc2CN2CCCC(O)C2)c(C)s1 (stereo unspecified)
-1%,-3%,-6%,9%,0%,-4%,54%[activator],/,3%,CCCc1cc(C(=O)OC)c2ccccc2n1
-3%[11.4 µM],3%&-12%,-4%,-18%&-14%,-8%&-10%,-3%[56.9 µM],29%&19%,-7%&-8%,4%&1%,Cc1ccccc1C(=O)c1cccn1CC(=O)NCc1ccc(Cl)cc1
12%,?,-9%,-3%,-1%,-21%,41%[activator],-3%,-1%,Cc1ccc(NC2=NC(c3ccccc3)n3c(nc(C)cc3=O)N2)cc1 (stereo unspecified)
?,-1%,4%,278%[activator],-2%,-8%,/,12%,15%,Clc1ccc(N2N=C(c3cccs3)CC2c2ccco2)cc1 (stereo unspecified)
1%,10%,-3%,-6%,12%,-7%,46%[activator],-4%,0%,O=C(NNC(=O)c1ccccc1[N+](=O)[O-])c1csc(N2CCOCC2)n1
11%,30%,0%,-1%,0%,2%,35%,-13%,0%,O=C(COC(=O)c1ccc(Br)o1)NCCCc1ccccc1
32%[57.1 µM],?,-9%,-11%,-2%,-16%,35%,5%,0%,COc1cc2nc(-c3ccccc3C)oc(=O)c2cc1OC
9%[57.1 µM],-1%,i,-14%,3%,-10%,40%[activator],2%,1%,Cc1cc(Cl)ccc1N(CC(=O)NCc1ccc2c(c1)OCO2)S(C)(=O)=O
0%[57.1 µM],21%,-6%,-19%,0%,10%,35%,5%,-3%,CN1C(=O)[C@H]2[C@@H](C3CC3)N3C(=O)CN(CCO)C(=O)[C@@]3(Cc3ccccc3)[C@H]2C1=O
1%,1%,0%,-3%,3%,-8%,37%,8%,2%,CCCNC(=O)N1[C@H](c2ccc(C)s2)[C@@H](C)C(=O)[C@@H](C)[C@@H]1c1ccc(C)s1
15%,-11%,-11%,-7%,0%,-10%,42%[activator],11%,3%,COc1ccc(-c2[nH]ncc2CNCCCSC)cc1F
?,20%&-37%,2%&2%,9%,-14%&7%,-8%&-48%,22%&0%,8%&2%,?,CCOC(=O)c1cc2c(=O)n3ccccc3nc2n(Cc2ccco2)c1=NC(=O)c1ccc(OC)cc1
9%,?,i,-5%,0%,-13%,17%,-2%,-26%,CCN(CC)C1=NS(=O)(=O)c2cc([N+](=O)[O-])ccc21
17%,6%,-7%,-10%,?,-9%,26%,-7%,5%,Cc1ccc(NS(=O)(=O)c2ccc(CCC(=O)O)cc2)cc1
1%,-14%,-8%,-20%,5%,-7%,8%,5%,-2%,CN1CCN(CC(=O)Nc2nc(-c3ccccc3)cs2)CC1
?,37%[activator],?,?,-10%,-10%[11.4 µM],?,-6%,?,COc1ccc(OCCC(=O)OCC(=O)NCc2ccco2)cc1
19%,?,-2%,-9%,0%,15%,36%,7%,1%,COCCNc1nc2c(S(=O)(=O)c3cc(C)ccc3C)nnn2c2ccccc12
12%,-3%,4%,32%,1%,20%,89%[activator],-2%,7%,C=C1CCN([C@H](C(=O)OCc2cccc(C)c2)C(C)C)S(=O)(=O)c2ccccc21
14%,13%,-1%,-2%,-1%,-29%,28%,1%,6%,Cc1cccc(N2CCN(S(=O)(=O)c3ccc4c(c3)CCC(=O)N4)CC2C)c1 (stereo unspecified)
-3%,-17%,-3%[11.5 µM],-2%,6%,4%,34%[activator],/,-4%,CCCCSC1=C(C#N)C(c2ccccc2C)C(C(=O)OCC)C(=O)N1 (stereo unspecified)
29%,12%,/,-28%,0%,-7%,9%,/,0%,Cc1cccc(NC(=O)C(=O)NCc2ccccn2)c1
55%[activator],37%[activator],-5%,0%,2%,20%,6%,-7%,5%,CC(C)(C)c1ccc(OCC(=O)Nc2ccc(-c3nc4cccnc4o3)cc2)cc1
-4%[57.1 µM],4%,-1%,50µM*,10%,?,?,-11%,6%,CC(C)NCC(O)Cn1c2c(c3ccccc31)CCc1c-2cnn1-c1ccccc1 (stereo unspecified)
13%[57.1 µM],3%&-2%,-8%,-5%,1%&0%,-6%,45%[activator],-13%,-4%,CCc1ccc(NC(=O)c2cc(S(=O)(=O)N3CCCC3)ccc2F)cc1
14%,2%,i,3%,-8%,-5%,48%[activator],-17%,0%,O=C(c1ccc2c(c1)OCO2)C1CCCN(C(=O)C2CCOCC2)C1 (stereo unspecified)
-4%,-29%,3%,-6%,26%,19%,38%,1%,5%,COc1ccccc1C(=O)NCCC(=O)N(C)CC(=O)Nc1ccc(N2CCOCC2)cc1
16%[57.1 µM],-15%,-8%,-2%,-1%,21%,-7%,-1%,10%,c1ccc(-c2ccccc2OCCOCCN2CCNCC2)cc1

3 entries drawn at random from the list so far:
TrxR1 inh,ALOX12 inh,Tb PGK inh,JMJD2A Tudor inh,GLS inh,RGS4 inh,HP1b chromo inh,ERG Ets-DNA blk,Pin1 inh,Structure
9%,?,i,-5%,0%,-13%,17%,-2%,-26%,CCN(CC)C1=NS(=O)(=O)c2cc([N+](=O)[O-])ccc21
16%[57.1 µM],-15%,-8%,-2%,-1%,21%,-7%,-1%,10%,c1ccc(-c2ccccc2OCCOCCN2CCNCC2)cc1
29%,12%,/,-28%,0%,-7%,9%,/,0%,Cc1cccc(NC(=O)C(=O)NCc2ccccn2)c1
